Screens deposited in PubChem by several laboratories.
Runt-SMMHC FRET – Runt domain-CBFb-SMMHC interaction inhibition | Cerulean-Runt/Venus-CBFb-SMMHC FRET ratio 530/480, 1 h | inhibition, % at 20 µM | 220,000 tested, 0.74% active | AID 1434;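 active = mean inhibition across duplicate retests at 20 µM reaching about 50%, limit read from the data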;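 note: 0% = DMSO wells and 100% = wells with excess untagged CBFb-SMMHC; inhibitors lower the FRET ratio by blocking Runt binding to CBFb-SMMHC; some results filed as inactive read as strong as hits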
Wee1 stabilizer – human Wee1 degradation inhibition, primary screen; reporter increase, % at 5 µM; AID 1321; HeLa Luc-Wee1K328M stability, luciferase luminescence; 100% = proteasome inhibitor MG132 effect; 220,000 tested, 1.2% active; P30291;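 active = activation above the mean of all tested compounds plus 3 SD, set per screening run, cut at about 8.8% in these data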;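 note: cells exposed to compound for 20 h before luminescence read; 0% = DMSO alone and 100% = MG132 at 30 µM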
Runt-CBFb FRET – blocks binding of human RUNX1 Runt domain to CBFb; Q01196+Q13951; Cerulean-Runt/Venus-CBFb FRET ratio 530/480, 1 h; inhibition, % at 20 µM; 220,000 tested, 0.46% active; AID 1496;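 active = inhibition over about 50% at 20 µM in the single-dose screen, limit read from the data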;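 note: 0% = DMSO wells and 100% = excess unlabeled CBFb competitor control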
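Assay system: Cerulean-Runt domain / Medium: Tris 50 mM pH 7.5, KCl, K2SO4, 0.01% BSA / Timing: protein complex preformed 1 h, compound exposure 1 h, room temperature, dark / Measured by: FRET, excitation 422 nm, emission at 530 and 480 nm / Evaluation: loss of energy transfer signal / Control set: 5 µM unlabeled CBFb as full-inhibition high control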
FXIa inh 1536 – inhibitors of human coagulation factor XIa; P03951; purified FXIa, Boc-Glu-Ala-Arg-AMC fluorogenic substrate; inhibition, % at 5 µM; 220,000 tested, 0.14% active; AID 798;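 active = inhibition of at least 40%; inactive = inhibition below 40%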;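 note: fluorescence of freed AMC excited at 355 nm; 0% = enzyme without compound and 100% = no enzyme blank; many of its hits are not listed in these tables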
Target sequence (P03951 19-387 limits assumed): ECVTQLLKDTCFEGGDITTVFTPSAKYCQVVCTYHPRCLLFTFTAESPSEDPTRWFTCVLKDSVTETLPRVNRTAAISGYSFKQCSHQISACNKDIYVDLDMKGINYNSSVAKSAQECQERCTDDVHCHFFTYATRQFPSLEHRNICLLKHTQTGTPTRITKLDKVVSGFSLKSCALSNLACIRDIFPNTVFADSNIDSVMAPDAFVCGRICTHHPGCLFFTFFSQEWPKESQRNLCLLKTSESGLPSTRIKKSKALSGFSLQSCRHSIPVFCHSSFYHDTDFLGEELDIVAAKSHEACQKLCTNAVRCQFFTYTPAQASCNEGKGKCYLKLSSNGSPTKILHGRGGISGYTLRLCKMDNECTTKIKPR
Target sequence (P03951 388-625 limits assumed): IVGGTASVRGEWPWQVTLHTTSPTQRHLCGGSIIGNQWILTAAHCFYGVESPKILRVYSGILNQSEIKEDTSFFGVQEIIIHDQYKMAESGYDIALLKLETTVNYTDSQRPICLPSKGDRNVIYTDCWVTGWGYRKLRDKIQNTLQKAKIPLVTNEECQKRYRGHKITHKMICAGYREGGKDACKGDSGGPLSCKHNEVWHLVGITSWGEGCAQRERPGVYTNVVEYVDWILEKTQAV
Hck Nef HTS – human Hck-Nef kinase inhibition. AID 463187. Recombinant Hck-YEEI plus Nef, Z-Lyte FRET kinase assay. 220,000 tested, 0.68% active. inhibition, % at 20 µM. P08631;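 active = Hck-Nef kinase inhibition above about 50%, limit read from the data; inactive = inhibition below that limit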;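 note: 0% = DMSO with Hck plus Nef and 100% = Hck alone without Nef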
hK5 inh – blocks human kallikrein 5 protease activity | 210,000 tested, 0.59% active | inhibition, % at 5 µM | AID 873 | Q9Y337 | recombinant hK5, fluorogenic AMC substrate cleavage;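 active = inhibition of 40% or more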;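 note: 0% = enzyme controls without compound and 100% = no-enzyme blanks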
thrombin 1536 – blocks human thrombin protease activity; P00734; alpha-thrombin, Boc-VPR-AMC fluorogenic substrate cleavage; inhibition, % at 5 µM; 220,000 tested, 0.26% active;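 active = inhibition at or above 40%; inactive = inhibition below 40%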;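 note: 0% = enzyme with no compound and 100% = wells without enzyme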
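System: human alpha-thrombin protein; Compound dosing: one concentration per compound, 5 µM, with 0.2% DMSO; Timing: reaction at room temperature; Technique: AMC fluorescence, 355/460 nm; Controls: enzyme without compound as high, wells lacking enzyme as low.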
14-3-3 Bad PPI – disrupts binding of bovine 14-3-3 zeta to phospho-Bad peptide; P63103; TR-FRET 14-3-3zeta/Dy647-pBad peptide displacement, 1 h; inhibition, % at 21.7 µM; 220,000 tested, 0.71% active;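 active = inhibition above about 70%, limit read from the data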;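 note: 0% = full 14-3-3 plus peptide FRET controls and 100% = background without 14-3-3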
FXIIa inh 1536 – factor XIIa (human) inhibition. P00748. purified FXIIa, Boc-QGR-AMC fluorogenic substrate, 2 h. inhibition, % at 5 µM. 220,000 tested, 0.3% active. AID 800; in the data active = inhibition above about 40%;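 note: 0% = enzyme with no compound and 100% = blank without enzyme; many of its hits are not listed in these tables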
Starred values were filed as active, the others as inactive; nt = no result given; [ ] = another dose, or the depositor's remark.

Runt-SMMHC FRET	Wee1 stabilizer	Runt-CBFb FRET	FXIa inh 1536	Hck Nef HTS	hK5 inh	thrombin 1536	14-3-3 Bad PPI	FXIIa inh 1536	canonical_smiles
-2	-1	-1	6	15	2	2	-8	5	CSc1nc2ccccc2c(=O)n1C1CCOC(C)(C)C1 (stereo not drawn)
1	-2	0	0	4	-11	93*	4	19	Nc1nc(-c2ccco2)nn1C(=O)CCc1ccccc1
2	0	1	2	0	-8	2	-1	20	CCC(C)n1[nH]c(=O)c2c(C)cc(C)nc21 (stereo not drawn)
39	3	45	-2	-3	-3	-1	2	13	O=C1C(Cl)=C(N2CCOCC2)C(=O)N1c1cccc(Cl)c1
3	-2	-3	10	25	-4	9	-12	10	CCOc1ccc(C2CC(c3ccccc3C)n3nc(N)nc3N2)cc1 (stereo not drawn)
-4	3	1	14	5	-18	6	3	28	COc1ccccc1N1CCN(C2=NS(=O)(=O)c3ccccc32)CC1
-4	0	-6	4	2	3	-2	-2	20	C/C(Cl)=C\Cn1c(Nc2cccc(C)c2)nc2c1c(=O)n(C)c(=O)n2C
2	2	-1	1	7	-3	-7	-13	4	CCOC(=O)NC(=S)Nc1ccc(C(C)(C)C)cc1Br
-2	-2	1	16	10	-4	-1	3	25	COC(=O)c1ccccc1NC(=O)C1CCCN(S(=O)(=O)c2ccc(F)cc2)C1 (stereo not drawn)
3	5	0	2	28	4	2	0	14	c1ccc(Sc2ncnc3ccccc23)cc1
-6	1	-5	11	0	-8	6	-18	14	O=C1C(=C2SCCCS2)CC/C1=C\c1ccc(F)cc1
-4	0	-4	-10	2	-15	-10	-2	-6	CCC(C)NC(=O)c1ccccc1NC(=O)c1ccc(CSc2ccccc2)cc1 (stereo not drawn)
-20	-1	-2	2	-3	-18	-10	-15	17	CC(C)C(c1nnnn1C(C)(C)C)N1CCN(c2cccc(Cl)c2)CC1 (stereo not drawn)
-2	2	6	-2	10	10	-6	2	0	COc1cccc(NC2c3ccccc3C(=O)N2Cc2ccco2)c1 (stereo not drawn)
-2	0	-1	1	-3	-19	5	-2	4	NS(=O)(=O)c1ccc(NC(=O)COC(=O)/C(=C/c2cccs2)c2cccs2)cc1
-5	-2	0	-4	-26	-6	-10	2	-2	N#Cc1ccc(OCC(=O)NN2Cc3ccccc3C2=N)cc1
8	0	8	-5	1	-16	-3	9[fluorescence artefact?]	4	O=C1CC2(CCCCC2)Oc2ccc(OCC(=O)N3CCOCC3)cc21
6	0	0	-7	-23	-23	-2	1	2	COc1ccc2c(c1)CCc1c(C(=O)NCc3ccc(Cl)cc3)noc1-2
-2	5	2	-1	-1	23	5	-12	19	CCCSc1nc(C)c2cc(C)cc(C)c2n1
1	-3	-3	-6	13	-5	-13	-2	1	O=C(CSc1nc2ccccc2c(=O)n1CCCN1CCOCC1)Nc1ccc2c(c1)OCO2
-4	-1	-3	17	2	3	0	5	27	CC1CN(S(=O)(=O)c2ccc(NC(=O)CCN3C(=O)c4ccccc4C3=O)cc2)CC(C)O1 (stereo not drawn)
0	1	-1	6	1	-6	-1	4	18	CCC(=O)Nc1nnc(-c2ccco2)o1
3	9.2*	-1	6	0	4	-19	5	-2	CC(=O)Nc1cc(C(=O)O)ccc1S(=O)(=O)c1ccc(C)cc1
-4	-1	-2	2	13	nt	0	0	12	CCOc1ccc(S(=O)(=O)NCc2ccccc2Cl)cc1C(N)=O
3	-2	-12	-6	22	-1	-13	26	2	CC[n+]1c(C)n(-c2ccccc2)c2ccc(NC(C)=O)cc21
2	-2	-2	1	-1	-15	0	-2[fluorescence artefact?]	13	Cc1c2c(nc3c(C(=O)NC4CCCC4)cnn13)CCCC2
1	-1	1	-7	1	-8	-3	79*	-3	CN1CCC(N(C)CC(=O)Nc2ccccc2N2CCOCC2)CC1

Single records (already shown).
CC1CN(S(=O)(=O)c2ccc(NC(=O)CCN3C(=O)c4ccccc4C3=O)cc2)CC(C)O1 (stereo not drawn) is entered as Runt-SMMHC FRET = -4; Wee1 stabilizer = -1; Runt-CBFb FRET = -3; FXIa inh 1536 = 17; Hck Nef HTS = 2; hK5 inh = 3; thrombin 1536 = 0; 14-3-3 Bad PPI = 5; FXIIa inh 1536 = 27
CCC(C)NC(=O)c1ccccc1NC(=O)c1ccc(CSc2ccccc2)cc1 (stereo not drawn) is entered as Runt-SMMHC FRET = -4; Wee1 stabilizer = 0; Runt-CBFb FRET = -4; FXIa inh 1536 = -10; Hck Nef HTS = 2; hK5 inh = -15; thrombin 1536 = -10; 14-3-3 Bad PPI = -2; FXIIa inh 1536 = -6
CC(C)C(c1nnnn1C(C)(C)C)N1CCN(c2cccc(Cl)c2)CC1 (stereo not drawn) is entered as Runt-SMMHC FRET = -20; Wee1 stabilizer = -1; Runt-CBFb FRET = -2; FXIa inh 1536 = 2; Hck Nef HTS = -3; hK5 inh = -18; thrombin 1536 = -10; 14-3-3 Bad PPI = -15; FXIIa inh 1536 = 17

4 of the entries above in order of the FXIa inh 1536 value, low to high:
Runt-SMMHC FRET	Wee1 stabilizer	Runt-CBFb FRET	FXIa inh 1536	Hck Nef HTS	hK5 inh	thrombin 1536	14-3-3 Bad PPI	FXIIa inh 1536	canonical_smiles
6	0	0	-7	-23	-23	-2	1	2	COc1ccc2c(c1)CCc1c(C(=O)NCc3ccc(Cl)cc3)noc1-2
39	3	45	-2	-3	-3	-1	2	13	O=C1C(Cl)=C(N2CCOCC2)C(=O)N1c1cccc(Cl)c1
3	5	0	2	28	4	2	0	14	c1ccc(Sc2ncnc3ccccc23)cc1
-4	3	1	14	5	-18	6	3	28	COc1ccccc1N1CCN(C2=NS(=O)(=O)c3ccccc32)CC1

Random draw from the library. Share with any hit: about 4.2%.
